Screens (PubChem)
MKP-3 inhibition = inhibition of rat DUSP6 enzyme activity – biochemical, in vitro, primary screen (AID 425); recombinant MKP-3 phosphatase activity, fluorescence; higher % means a stronger effect; inhibition, % at 20 µM, or IC50 in µM where a hit was titrated; hit rate 0.17% among 110,000; in the data active means inhibition above about 50%;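 further: plate controls were vehicle for no effect and reference inhibitor for full effect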
Hsp70 displacement = Hsp70 inhibitors, probe displacement, primary screen, biochemical, fluorescence polarization (AID 583) | hit rate 0.06% among 140,000 | displacement, % at 20 µM, or IC50 in µM where a hit was titrated | Hsp70 fluorescence polarization probe displacement, mP; higher % means a stronger effect; in the data active means displacement above about 50%;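 further: plate controls were vehicle for no effect and reference ligand for full effect; a part of the inactive calls stands beside numbers as strong as those of hits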
The depositor's hits bear a star; nt = not tested or not shown; & = joins results of further samples. Not all compounds are listed, so the mix of outcomes need not match the whole.

Order of results – Hsp70 displacement, MKP-3 inhibition
CCOC(=O)CSc1nc2cc3c(cc2cc1C#N)OCO3
  3.6%, -9%
O=C(c1cccs1)N1CCN(Cc2cccc(F)c2)CC1
  -4.4%, 2%
CCCCC(=O)Nc1ccc(Br)cn1
  0.2%, nt
COc1ccc(C2=N/C(=C/c3ccccc3F)C(=O)N2c2ccccc2)cc1
  1.5%, 1%
Cc1nnc2n(Cc3ccccc3)c(=O)c3c4c(sc3n12)COC(C)(C)C4
  0.0%, 0%
O=C(CSc1nnc2scc(-c3ccccc3)n12)Nc1ccc2c(c1)OCCO2
  1.5%, -11%
Cc1cccc(NC(=O)CCN2C(=O)C3C4C=CC(C4)C3C2=O)c1 (centres undefined)
  2.1%, nt
CCC(Sc1ncccc1C(=O)OC(C)C)C(=O)N1CCOCC1 (centres undefined)
  -1.0%, nt
COCCNC(=O)C(c1ccc(C)cc1)N(C(=O)CCC(=O)Nc1ccccn1)C1CCCC1 (centres undefined)
  -2.3%, -1%
Cc1ccc(O)c(C=Nc2cccc3nsnc23)c1
  0.6%, 8%
COc1ccc(OC)c(NC(=O)c2cc3cc(Br)ccc3oc2=O)c1
  -0.1%, 1%
O=C1c2oc3ccccc3c(=O)c2C(c2cccc(F)c2)N1CCCO (centres undefined)
  -1.8%, -9%
O=C(NCCCn1ccnc1)c1cnn2c1NC(c1cccs1)CC2C(F)(F)F (centres undefined)
  -3.3%, 0%
Cc1cc(C)c(S(=O)(=O)n2cnc3ccccc32)c(C)c1
  1.1%, nt
Cc1ccc(N2C(=O)CC(Sc3ncn[nH]3)C2=O)cc1C (centres undefined)
  5.3%, nt
COc1ccc(COC(=O)C2=C(C)NC(=O)NC2c2ccccc2F)cc1 (centres undefined)
  2.0%, 0%
CCOC(=O)C1CCN(c2cc(=O)n(Cc3ccc(F)cc3)c(=O)[nH]2)CC1
  1.8%, 2%
O=C1c2ccc(Oc3cccc([N+](=O)[O-])c3)cc2C(=O)N1c1ccc(Cl)cn1
  -7.4%, 5%
COc1ccc(C2C(C(=O)N3CCCC3)c3cc(OC)c(OC)cc3C(=O)N2C)cc1 (centres undefined)
  nt, 1%
CC(=O)C1=C(O)C(=O)N(C)C1c1ccccc1F (centres undefined)
  -1.4%, -14%
O=C(NCC(=O)N(c1cnc2ccccc2c1)C(C(=O)NC1CCCC1)c1ccncc1)c1ccco1 (centres undefined)
  0.3%, -1%
CC(=O)N1CCN(c2ccc([N+](=O)[O-])c(N)c2)CC1
  -3.1%, -3%
CN1C(=O)/C(=C2/SC(=O)N(c3cccc(Cl)c3)C2=S)c2ccccc21
  1.9%, 1%
O=C(c1cccnc1)N1CCN(C(=O)c2ccccc2F)CC1
  -3.6%&-3.0%, -4%&1%
Cc1c(Cl)cccc1N=c1c([N+](=O)[O-])nn(-c2ccccc2)n1O
  -3.3%, nt
C/C(=N/N=C1\NC(=O)C(C)S1)c1ccc(Cl)cc1 (centres undefined)
  -6.1%, -2%
CCOC(=O)CN(C(=O)CSc1nnc(-c2ccc(OC)c(OC)c2)o1)c1ccccc1
  -4.7%, -7%
Cc1cccc(NC(=O)CSc2nnc(Cn3nnc(-c4ccccc4)n3)n2-c2ccccc2)c1
  4.7%, -8%
COc1ccccc1NC(=O)c1ccccc1NC(=O)c1ccc(C)cc1
  -5.3%, 0%
CC(=O)c1c(O)cc(C)n(Nc2nc(C)cc(C)n2)c1=O
  2.1%, -3%
CN(CC(=O)NCc1ccc(F)cc1)S(=O)(=O)c1cccc2nsnc12
  1.0%, 0%
O=C(C1CCCCC1)N1CCCC(c2nc(-c3ccc(F)cc3)no2)C1 (centres undefined)
  -3.5%, -7%
Cc1ccc(OCCCC(=O)Nc2ccc(N3CCOCC3)cc2)cc1
  3.6%, nt
NC(=O)C1CCN(C(=O)c2cnn(-c3ccccc3)c2NC(=O)c2ccco2)CC1
  -2.3%, -4%
COc1ccc(S(=O)(=O)N2CCCC(C(=O)Nc3cccc(C(C)=O)c3)C2)cc1 (centres undefined)
  5.6%, 2%
COCCn1c(SCC(=O)NCC2CCCO2)nc2c(c1=O)SC(C)C2 (centres undefined)
  0.4%, 3%
O=C(COc1ccccc1)Nc1ccc(Cl)cn1
  8.2%, -8%
O=C(CSc1ccc2nnc(-c3ccccn3)n2n1)NCc1ccc2c(c1)OCO2
  4.2%, 0%
COc1ccc(C2=CC(c3cccc(OC)c3)n3nnnc3N2)cc1 (centres undefined)
  1.6%, -13%
CCOC(=O)c1cc2c(C(F)(F)F)cc(-c3cccnc3)nc2o1
  -1.6%, -6%
CCOC(=O)c1[nH]c(C)c(C(=O)N2CCN(C(=O)c3ccco3)CC2)c1C
  -0.1%, 6%
Cc1cccc(S(=O)(=O)NCCC(=O)OC(C)C(=O)NC(=O)NC2CCCCC2)c1 (centres undefined)
  3.2%, -16%
COc1ccccc1CC(=O)Nc1ccc(-c2noc(COc3ccc(Cl)c(C)c3)n2)cc1
  0.7%, nt
COc1ccc(OCC(=O)Nc2ccc(S(=O)(=O)N3CCCCCC3)cc2)cc1
  4.5%, -2%
Cc1nnc(SCCn2c(N3CCC(C)CC3)nc3c2c(=O)[nH]c(=O)n3C)s1
  -3.0%, nt
CC1CC(Nc2ccccc2)c2ccccc2N1C(=O)c1ccccc1 (centres undefined)
  -3.4%, -1%
Nc1cc(-c2cccc(F)c2)nn1S(=O)(=O)c1cccc2nsnc12
  5.4%, 4%
COc1ccc2nc(SCC(=O)N3CCNC3=O)[nH]c2c1
  5.8%, 1%
O=C(N/N=C/c1ccccc1[N+](=O)[O-])C(=O)Nc1cccc2ccccc12
  -2.0%, 2%
CCOC(=O)CSc1nc2sc3c(c2c(=O)n1-c1ccc(OC)cc1)CCc1ccccc1-3
  2.1%, 0%
COCCCNc1ncnc2nc[nH]c12
  -7.3%, -10%
CCc1c(C)nc2c(Cl)cccc2c1SCC(=O)O
  0.6%, 6%
Cn1c(=O)[nH]c(=O)c2c1nc(CN1CCOCC1)n2CCCO
  -3.1%, 11%
NC1=NC(=O)C(Cc2ccccc2)S1 (centres undefined)
  1.3%, -3%
CCSc1nnc(-c2ccc(S(=O)(=O)N3CCCC3)cc2)n1C
  -1.1%, 5%
O=C(NCCOc1ccccc1F)c1ccccc1SCc1ccc(F)cc1
  2.5%, 7%
C(=N\N1CCN(c2ccccn2)CC1)/c1ccc2c(c1)OCO2
  3.9%, 2%
CSc1ccccc1NC(=O)c1ccco1
  5.4%, -9%
CC1=NN(C(N)=S)C(=O)C1N=Nc1ccccc1C (centres undefined)
  -6.2%, nt
CC1(C)Cc2c(sc3nc(SCc4ccccc4)n(CCc4ccccc4)c(=O)c23)CO1
  -0.5%, -3%

The results go on.
Order of results – Hsp70 displacement, MKP-3 inhibition
N#C/C(=C\c1ccco1)C(=O)Nc1ccc(F)cc1
  0.7%, 1%
O=C(NC(NC(=S)Nc1ccccc1[N+](=O)[O-])C(Cl)(Cl)Cl)c1ccco1 (centres undefined)
  1.3%, -1%
CCCNc1ncnc2sc(C)c(C)c12
  -2.1%, -4%
Cn1c(=O)c2c(nc(SCC(=O)O)n2C)n(C)c1=O
  -0.7%, 3%
S=c1[nH]ncn1-c1ccccn1
  6.4%, -10%
COc1ccc(Cl)c(Cn2c(NCCCN(C)C)nc3c2c(=O)n(C)c(=O)n3C)c1
  -3.0%, 6%
Cc1ccc2nc(N3CCN(S(=O)(=O)c4ccc(C)c(Cl)c4)CC3)c(C#N)cc2c1
  -9.9%, nt
CCOC(=O)CSc1nnc(NC(=O)c2cccc(S(=O)(=O)N3CCCC3)c2)s1
  5.2%, -9%
O=C(COc1ccc2ccccc2c1CN1CCOCC1)N1CCc2ccccc21
  2.2%, 0%
COc1cc(C2OCC3(CCC4(COC(c5ccc(O)c(OC)c5)OC4)C3=O)CO2)ccc1O (centres undefined)
  -3.3%, 0%
CCOc1ccccc1N(CC(=O)Nc1ccccc1CC)S(=O)(=O)c1ccccc1
  -3.3%, 3%
CCN(CC)S(=O)(=O)c1ccc(C(=O)Nc2ccc(OCC(=O)N3CCOCC3)cc2)cc1
  2.1%, -7%
Cc1cc(NC(=O)CSc2nnc3c(C)cc4ccccc4n23)no1
  4.6%, -10%
Cc1ccc(C)n1CCN1CCN(CC(=O)Nc2cc(C(F)(F)F)ccc2Cl)CC1
  3.6%, 8%
CC1=NOC(=O)/C1=C/c1ccc(-c2ccc(Cl)cc2)o1
  7.2%, nt
CCCC(=O)N1CC(=O)Nc2ccc(F)cc2C1c1ccccc1 (centres undefined)
  1.4%, -5%
O=[N+]([O-])c1cccc(/C=N\N2CCN(Cc3ccccc3Cl)CC2)c1
  -5.2%, nt
Clc1ccc(OCc2nc(-c3ccncc3)no2)c(Br)c1
  0.4%, 7%
COc1cccc(N2CCN(Cc3nc4ccccc4c(=O)[nH]3)CC2)c1
  nt, -13%
C=CCN=C(CC)C1=C(O)CCCC1=O
  3.8%, -8%
COCCn1c(=S)[nH]c2cc(C(=O)NCCCN3CCOCC3)ccc2c1=O
  0.6%, 4%
CCOC(=O)c1ccc(N2C(=O)C(O)=C(C(C)=O)C2c2ccccc2)cc1 (centres undefined)
  2.4%, nt
CCc1nnc(NC(=O)C2CCCC2)s1
  -0.4%, 0%
COc1cc(OC)cc(C(=O)Nc2ccc3oc(-c4ccc(OC)c(Br)c4)nc3c2)c1
  -5.2%, 5%
COCCn1cnc2cc(C)c(C)cc21
  3.2%, 0%
COC(=O)c1ccccc1NC(=O)C1CCCN(S(=O)(=O)c2ccc(OC)cc2)C1 (centres undefined)
  -0.1%, -3%
O=c1ccccn1Cc1c(F)cccc1Cl
  3.2%, nt
CCOC(=O)N1CCC(Nc2c(Nc3ccc(C)c(C)c3)c(=O)c2=O)CC1
  1.3%, -6%
CC(C)(C)NCC(O)COc1ccccc1C(=O)CCc1ccccc1 (centres undefined)
  -0.1%, nt
COc1ccc(/C(C#N)=C\N2CCOCC2)c(OC)c1
  -1.0%, 3%

Some of the entries so far, in CSV form.
Compound,Hsp70 displacement,MKP-3 inhibition
C=CCN=C(CC)C1=C(O)CCCC1=O,3.8%,-8%
COc1ccc(/C(C#N)=C\N2CCOCC2)c(OC)c1,-1.0%,3%
O=[N+]([O-])c1cccc(/C=N\N2CCN(Cc3ccccc3Cl)CC2)c1,-5.2%,nt
O=c1ccccn1Cc1c(F)cccc1Cl,3.2%,nt
CCc1nnc(NC(=O)C2CCCC2)s1,-0.4%,0%
CC(C)(C)NCC(O)COc1ccccc1C(=O)CCc1ccccc1 (centres undefined),-0.1%,nt

Single records (already shown):
Results for O=C(COc1ccccc1)Nc1ccc(Cl)cn1 = Hsp70 displacement = 8.2%; MKP-3 inhibition = -8%
Results for COc1ccc(Cl)c(Cn2c(NCCCN(C)C)nc3c2c(=O)n(C)c(=O)n3C)c1 = Hsp70 displacement = -3.0%; MKP-3 inhibition = 6%

Remaining list, next part
Order of results – Hsp70 displacement, MKP-3 inhibition
CS(=O)(=O)N(Cc1ccc(F)cc1)Cc1nc2ccccc2c(=O)[nH]1
  -5.5%, 6%
O=C(NCc1ccccc1)c1ccccc1Cl
  0.4%, -2%
CCN(CC)c1ccc(/C=C2/SC(=S)N(Cc3ccccc3)C2=O)c(O)c1
  -122%, 4%
CCOP(=O)(OCC)C(C)(CC)NC(=S)Nc1c(C)cc(C)cc1C (centres undefined)
  2.2%, -4%
COc1ccccc1NCN1C(=O)CCC1=O
  -1.0%, 1%
O=C(O)c1cccc(CSc2nnc(COc3ccccc3)o2)c1
  3.1%, -3%
O=C(O)CCSc1nc2ccccc2n1CCOc1ccccc1
  2.0%, -7%
CCc1nnc(NC(=O)CSc2nnc(C3CCCCC3)n2-c2ccccc2)s1
  4.4%, -12%
CN(CC(=O)N1CCN(c2cccc(Cl)c2)CC1)S(=O)(=O)c1cccs1
  -5.8%, nt
CCOC(=O)C1CCN(C(=O)COc2ccc(S(=O)(=O)NC(C)(C)C)cc2)CC1
  4.4%, -5%
COc1ccc(S(=O)(=O)N2CCN(S(=O)(=O)c3ccc(C)cc3)CC2)cc1
  -1.9%, 2%
O=C1CCCc2sccc2N1
  1.1%, -2%
O=C(Nc1nc(-c2ccc(Cl)s2)cs1)c1ccccc1
  -1.5%, nt
Cc1ccc(-c2cn3cccnc3n2)cc1NC(=O)c1ccc(Br)o1
  1.4%, -5%
COc1ccc(C2c3c(n[nH]c3C)CC(C)(O)C2C(C)=O)cc1OC (centres undefined)
  1.7%&-6.6%, 0%&1%
CC(=O)N(C)c1ccc(N=Cc2c(C)[nH]c3ccccc23)cc1
  1.2%, -2%
COC(=O)C1=C(C)NC(C)=C(C(=O)OC)C1c1cccc(Oc2ccccc2)c1
  -1.3%, 0%
O=C(NC(c1ccccc1)c1ccccc1)c1ccccc1C(F)(F)F
  2.9%, -2%
CC1=C(C(=O)OCCOc2ccccc2)C(c2coc3ccc(C)cc3c2=O)C2=C(CCCC2=O)N1 (centres undefined)
  2.4%, -4%
O=S(=O)(O)c1nc2ccccc2n1Cc1ccc(Cl)cc1
  -1.3%, -3%
Cc1ccccc1C(=O)N=Nc1c(O)n(CN(C)C)c2ccc(Br)cc12
  8.1%, 5%
COc1ccccc1N1C(=O)N(C(C)=O)C2C1Nc1ccccc1N2C (centres undefined)
  -1.4%, -4%
O=c1c(Sc2ccccc2)c(C(F)(F)F)[nH]n1-c1ccccc1
  -0.6%, nt
